From PubChem
Nrf2 ARE act: activates Nrf2 signaling | Potency, µM (doses to about 46.1 µM), inactives show at the top dose activation, hits mostly activators | AREc32 ARE-luciferase reporter (MCF7-derived line), luminescence, 24 h | actives 0.31% (n = 410,000); also: potency is read from the fitted curve at half-maximal effect; % of control where 0% means no effect; nearly all actives have a fitted effect of over 65% in size
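Nrf2 activation is followed as ARE-luciferase induction in the AREc32 line after one day of compound treatment; luminescence is read with Steady-Glo.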
MmCpn inh: blocks the Methanococcus maripaludis chaperonin Mm-Cpn; purified Mm-Cpn ATPase, ADP Transcreener TR-FRET; Potency, µM (titrated, usually from 76.9 µM), without a hit: at the top dose activity, negative = inhibition, actives largely listed as inhibitors; actives 0.031% (n = 330,000); AID 504842; also: potency is read from the fitted curve at half-maximal effect; % is scaled to controls: 0 for no effect and ±100 for the full control effect; nearly all actives have a fitted effect of over 80% in size
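ATPase turnover read by TR-FRET ADP competition (Eu cryptate antibody/ADP-d2, 665/590 nm): 10uM ATP final, 25nM Mm-CPN final, 30 min 37degC after 10-min compound preincubation, pH 7.4 Tris/KCl/MgCl2/DTT buffer.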
HepG2 viability: kills HepG2 cells in TGF-b inhibitor counter-screen; actives 0.76% (n = 410,000); HepG2 CAGA-GFP viability, ATP luminescence, 18 h; Potency, µM (highest dose often 46.1 µM), inactives show top-dose activity change, negative = cytotoxicity, most hits filed as cytotoxic; also: potency is read from the fitted curve at half-maximal effect; some results filed as inactive show a strong effect at the top dose
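CellTiter-Glo luminescence gave cytotoxicity after 18 hours at 37 degrees C. The cells were HepG2 CAGA-GFP in 1% FBS DMEM, stimulated with 500 pg/mL TGF-beta after compound addition. %Activity was normalised to no-cell wells (complete cell-killing) and DMSO (no toxicity), and curves were fitted and classified.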
Nrf2 inh: blocks Nrf2 signaling | Potency, µM (series often up to 46 µM), for inactives: top-dose activity change, negative = inhibition, usual class: inhibitors | actives 2.1% (n = 360,000) | A549 ARE-Fluc reporter, luciferase luminescence, 18-24 h; also: potency is read from the fitted curve at half-maximal effect; % is scaled to controls: 0 for no effect and ±100 for the full control effect; nearly all actives have a fitted effect of over 60% in size
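Concentration-response testing used A549 ARE_Fluc cells at 5000 cells/well. Following an 18-24 h compound incubation, viability was read by fluorescence (Ex 405/Em 525) and luciferase output by luminescence.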
Akt phos inh: Akt phosphorylation inhibition; actives 0.32% (n = 360,000); Neuro2A IGF-stimulated pAkt S473 HTRF, 20 min; hits give low values; AID 651550; activity change, % for hits at 50 µM; in the data active = activity change below about -80%; inconclusive = mostly about -51% to -80%; also: % is scaled to controls: 0 for no effect and ±100 for the full control effect
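Neuro2A cells (4,500/well, DMEM with 0.5% FBS) were treated with compound at a single 50 µM final concentration, stimulated with 6 nM IGF for 20 min at 37 °C, and lysed. Phospho-Akt Ser473 was read by HTRF as 665/615 ratio ×10^4.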
S2 tox: reduces viability in counter-screen for ATXN expression inhibitors | actives 0.49% (n = 400,000) | AID 651635 | Potency, µM (highest dose often 56.7 µM), hits mostly cytotoxic | S2 cells (HEK-293 line with an ATXN2-luciferase reporter) viability, CellTiter-Fluor protease fluorescence, 24 h; also: potency is read from the fitted curve at half-maximal effect; nearly all actives have a fitted effect of over 40% in size
CCT modulator: changes cytosolic chaperonin activity. purified chaperonin ATPase assay, HTRF ADP detection, 30 min. activity change, % (no concentration beside the values), hits read low. actives 0.3% (n = 360,000). AID 651819; in the data active = activity change below about -30%; also: % is scaled to controls: 0 for no effect and ±100 for the full control effect
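TRiC at 40 or 20 nM final (batch-dependent) in 30 mM Tris pH 7.4, 100 mM KCl, 5 mM MgCl2, 1 mM DTT, with compound at single 76 uM and 10 uM ATP, 30 min at 37 deg C. ADP detected by HTRF Transcreener, 665/615 ratio.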
TGFb inhibitor: TGF-b pathway inhibition; Potency, µM (top dose mostly 46.1 µM), inactives show top-dose activity, negative = inhibition, usual class: inhibitors; actives 1.2% (n = 410,000); HepG2 CAGA-GFP TGF-b/SMAD3 reporter, GFP fluorescence, 18 h; TGF-beta stimulated, 500 pg/mL final; also: potency is read from the fitted curve at half-maximal effect; % is scaled to controls: 0 for no effect and ±100 for the full control effect; nearly all actives have a fitted effect of over 65% in size
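Per well, imaged GFP fluorescence of HEPG2 CAGA-GFP cells gives the signal; cells get compound, then TGF-beta (500 pg/mL final), 18 h at 37 degrees C; %Activity versus -TGF-beta and +DMSO controls.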
A549 tox: counter-screen for Nrf2 inhibitors: cytotoxicity in A549 cells; A549 ARE-Fluc cells, CellTiter-Fluor viability, 18-24 h; Potency, µM (series often up to 46 µM), inactives show at the highest dose activity change, negative = cytotoxicity, actives largely listed as inhibitors; actives 0.16% (n = 390,000); also: potency is read from the fitted curve at half-maximal effect; % is scaled to controls: 0 for no effect and ±100 for the full control effect
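A549 ARE_Fluc cells in 5% FBS OPTI-MEM were exposed to compounds in concentration-response for 18-24 h at 37 deg C. Viability was read by CellTiter-Fluor fluorescence (Ex 405/Em 525) after 30 min, before the luciferase read.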
Starred values were filed as active, the others as inactive; i = inactive; u = inconclusive; x = no result given; & = joins results of further samples; [ ] = dose if it differs, or a comment. Unless noted, calls follow the shape of the dose curve; as a rule, active = well fitted curve in the direction sought with a large enough effect; inconclusive = small, poorly fitted or top-dose-only effect, or another doubt; inactive = no such curve, though single readings can be large; an effect the other way counts as inactive or inconclusive.

SMILES | Nrf2 ARE act | MmCpn inh | HepG2 viability | Nrf2 inh | Akt phos inh | S2 tox | CCT modulator | TGFb inhibitor | A549 tox
CCC(C)(C)n1nnnc1C(c1ccc2ncccc2c1)N1CCN(c2ccc(O)cc2)CC1 (configuration not stated) | -1.0% | -1% | -10% | -8% | i | i | -0.1 | -1% | 1%
CCNC(=S)NNC(=O)CCc1nc2cc(Cl)ccc2n(Cc2ccccc2)c1=O | 0.0% | 2% | -31% | -3% | i | i | -0.4 | -1% | -4%
Cc1nonc1C(=O)N/N=C/c1ccc(O)c(O)c1 | 12% | 1% | -18% | 0% | i | u | -1.7 | 5% | -13%
O=C(CSc1nnc(CNC(=O)c2ccccc2)o1)Nc1ccc2c(c1)OCCO2 | -0.8% | -2% | -22% | 8% | i | i | -1.7 | -3% | -3%
S=c1[nH]cc(-c2ccccc2)n1-c1ccccc1Cl | 2.9% | 3% | -1% | -3% | i | i | 1.0 | 0% | -2%
N#Cc1ncc(-c2ccc3c(c2)OCCOCCOCCOCCO3)nc1C#N | 0.4% | 0% | -15% | 12% | i | u | -0.8 | u | -2%
CCCCOc1ccc(/C=C/C(=O)Nc2ccc(C(N)=O)cc2)cc1 | 0.0% | -1% | -2% | -17% | i | i | -1.4 | -12% | 1%
CCN(Cc1nc2ccccc2c(=O)[nH]1)C(=O)c1cccc(S(=O)(=O)N2CCc3ccccc32)c1 | 2.4% | 1% | -11% | u | i | i | -8.3 | u | -18%
O=C(O)c1ccccc1C(=O)c1ccc(Oc2ccccc2)cc1 | 0.7% | 2% | -21% | 18% | i | i | -2.8 | -5% | 8%
Cc1nn(CC(=O)N2CCN(S(=O)(=O)c3ccccc3)CC2)c(C)c1[N+](=O)[O-] | -0.7% | 0% | 21% | -10% | i | i | 0.4 | 19% | -5%

Whole records from above. Values in the order: Nrf2 ARE act	MmCpn inh	HepG2 viability	Nrf2 inh	Akt phos inh	S2 tox	CCT modulator	TGFb inhibitor	A549 tox
Shown for `N#Cc1ncc(-c2ccc3c(c2)OCCOCCOCCOCCO3)nc1C#N` : 0.4%	0%	-15%	12%	i	u	-0.8	u	-2%
Shown for `CCCCOc1ccc(/C=C/C(=O)Nc2ccc(C(N)=O)cc2)cc1` : 0.0%	-1%	-2%	-17%	i	i	-1.4	-12%	1%
Shown for `Cc1nn(CC(=O)N2CCN(S(=O)(=O)c3ccccc3)CC2)c(C)c1[N+](=O)[O-]` : -0.7%	0%	21%	-10%	i	i	0.4	19%	-5%
Shown for `O=C(O)c1ccccc1C(=O)c1ccc(Oc2ccccc2)cc1` : 0.7%	2%	-21%	18%	i	i	-2.8	-5%	8%
Shown for `CCNC(=S)NNC(=O)CCc1nc2cc(Cl)ccc2n(Cc2ccccc2)c1=O` : 0.0%	2%	-31%	-3%	i	i	-0.4	-1%	-4%

(cont.)
SMILES | Nrf2 ARE act | MmCpn inh | HepG2 viability | Nrf2 inh | Akt phos inh | S2 tox | CCT modulator | TGFb inhibitor | A549 tox
COC(=O)c1ccccc1NC(=O)CSc1nnc(CNS(=O)(=O)c2ccc(C)cc2)n1C | 0.3% | 0% | 3% | 4% | i | i | 0.7 | -9% | -2%
CCN(CC)c1ccc(C=Nc2cccnc2Cl)c(O)c1 | 0.0% | -1% | -13% | -13% | i | i | -0.2 | -2% | -4%
COc1ccc(Cc2nnc(NC(=O)Cc3cccs3)s2)cc1OC | 2.6% | -2% | 9% | -9% | i | i | 0.7 | -4% | -2%
O=C(NC1CCCCC1)c1ccc(-c2cccc([N+](=O)[O-])c2)o1 | 8.2% | 2% | -38% | 9% | i | i | 1.9 | u | -5%
CCSc1nnc(NC(=O)c2ccccc2C)s1 | -0.1% | -5% | -4% | u | i | i | 0.4 | 13% | 4%
COc1ccc(S(=O)(=O)Cc2ccc(C(=O)N3CCc4ccccc4C3)o2)cc1 | 3.2% | 0% | 16% | u | i | i | 0.4 | u | 0%
COc1cccc(CN(C)CC(=O)Nc2cccc(S(N)(=O)=O)c2)c1OC | -0.2% | 1% | 9% | 11% | i | i | 1.2 | -2% | 11%
COc1ccc(CCNC(=O)c2ccc(Cn3c(=O)c4cccn4c4cccnc43)cc2)cc1OC | 0.5% | x | -26% | -2% | x | x | x | -20% | -1%
COc1ccc(NC(=O)Cn2nc3c(cc2=O)CCCC3)cc1Cl | 3.1% | x | -15% | x | x | x | x | -20% | -14%
Cc1cccc(-n2ncc3c(N4CCCc5ccccc54)ncnc32)c1 | -0.5% | -5% | -10% | x | x | i | -1.4 | -9% | -1%
CCOc1cc(/C=N/NC(=O)CSc2nnc(C)s2)ccc1OCc1ccccc1Cl | 0.3% | 0% | -56% | u | i | i | -1.8 | u | -1%
COc1ccc(S(=O)(=O)NCc2ccncc2)cc1NC(=O)c1ccccc1F | -0.6% | 0% | -8% | u | i | i | -0.2 | -9% | -1%
Cc1[nH]c2ccccc2c1SCC(=O)NC1CCCCC1 | 4.9% | 2% | -17% | u | i | u | -0.4 | -32% | 0%
CC1CCN(C(=O)c2cc3ccccc3c(=O)o2)CC1 | -0.5% | -1% | -3% | 13% | i | u | -5.3 | -8% | -2%
COc1cccc(/C(O)=C/C(=O)C(=O)Nc2ccc(S(=O)(=O)NC(C)=O)cc2)c1 | -0.2% | -3% | -2% | 8% | i | i | -3.1 | u | 8%
COc1cccc(CN(C)Cc2nc(Cc3ccccc3Cl)no2)c1 | 0.8% | 0% | 8% | -14% | i | i | 0.6 | u | 5%
CCN(CC)C(=O)N1CCc2ccccc21 | -0.4% | 0% | 1% | 2% | i | i | -3.6 | 0% | 1%
Cc1ccc(NC(=O)CCN2C(=O)c3ccccc3C2=O)cc1C | 0.5% | -3% | -33% | -4% | i | i | -2.5 | -15% | -2%
CCOc1ccc(-c2cc3cc(OC)c(OC)cc3c(C)n2)cc1 | 0.0% | 0% | -2% | -1% | i | i | 2.6 | 24% | 8%
COCCCNS(=O)(=O)c1cc2c3c(c1)C(C)C(=O)N3CCC2 (configuration not stated) | -0.7% | -6% | 10% | -27% | i | i | -1.3 | 13% | 0%
OC(COCC(F)(F)C(F)(F)C(F)(F)C(F)F)Cn1c2ccccc2c2ccccc21 (configuration not stated) | 2.1% | 3% | 18µM* | u | i | u | 0.3 | u | u
O=C(CSc1nnc(NCc2ccccc2)s1)NC1CCS(=O)(=O)C1 (configuration not stated) | -0.6% | 0% | 5% | 1% | i | i | -1.2 | 1% | -2%
CC(=O)Nc1cccc(-c2nnc(SCc3ccccc3C#N)n2C)c1 | -0.4% | -1% | 2% | -1% | i | i | -1.8 | 9% | 0%[1.84 µM]
CCOc1ccc(NC(=O)N(C(C)C)C2CCN(C(C)=O)CC2)cc1 | 0.1% | x | 1% | x | x | x | x | 0% | 3%
CC(C)(C)c1ccc(C(=O)C2CCCN(C(=O)CN3CCCC3=O)C2)cc1 (configuration not stated) | 0.6% | 2% | -9% | -10% | i | u | -0.5 | -21% | 0%
O=c1cc(Nc2ccc3c(c2)OCCO3)[nH]c(=O)n1C1CCCCC1 | 2.7% | -6% | -23% | 1% | x | u | -1.2 | -11% | -2%
Cc1ccc(C2(C)NC(=O)N(CC(=O)NCCC3=CCCCC3)C2=O)cc1 (configuration not stated) | -0.6% | 0% | -24% | -11% | i | i | 0.0 | 1% | -19%
Cc1nc2ccc(NC(=O)c3cc([N+](=O)[O-])cc([N+](=O)[O-])c3Cl)cc2s1 | 0.4% | 1% | -10% | 9% | i | u | -3.0 | u | 0%
CCC(Sc1ccccn1)C(=O)Nc1nnc(C)s1 (configuration not stated) | 3.0% | 2% | -20% | 6% | i | i | 1.2 | -14% | 6%
COc1ccc(C(=O)N2CCN(c3cccc(C)c3C)CC2)cc1S(=O)(=O)NC1CC1 | 0.6% | -2% | -17% | -18% | i | i | -3.7 | u | 1%
O=C(COc1ccccc1C(=O)NCc1ccccc1)Nc1ccccc1 | 3.4% | 0% | -1% | -11% | i | i | 0.6 | -8% | 2%
CC(=O)NNc1ncnc2c1cnn2-c1ccccc1 | 0.6%&-0.5% | -3% | 2%&2% | 11% | i | i | -0.6 | 14%&2% | 12%&6%
O=C(O)C1C(c2ccccc2)C(C(=O)Oc2ccc(O)cc2)C1c1ccccc1 (configuration not stated) | 0.3% | -1% | -67% | -7% | i | i | -2.2 | 22% | -19%
Cc1cccc(OCc2nn[nH]n2)c1C | -0.9% | u | 3% | 10% | i | i | -2.8 | 2% | 4%
CCc1nnc2c(Nc3cccc(F)c3)nc3ccc(C(=O)c4ccccc4)cc3n12 | 0.7% | x | 2% | -9% | x | i | x | -3% | 1%
O=C(Nc1cccnc1)C1Cc2c(-c3ccco3)ccnc2O1 (configuration not stated) | 0.5% | x | 0% | x | i | i | 2.1 | 15% | x
CCOCCCNc1nc2nc3ccc(C)cn3c(=O)c2cc1C(=O)NCC1CCCO1 (configuration not stated) | 0.2% | -7% | 3% | -14% | i | x | -3.0 | 1% | u
COc1ccc(C(=O)Nc2sc(C)c(C)c2CN2CCOCC2)cc1 | 22% | 3% | -6% | u | i | i | -4.1 | -7% | -16%
CCOc1ccc(CCNC(=O)CCCc2nnc3n(CC)c(=O)c4sccc4n23)cc1 | 0.9% | x | -5% | 12% | x | x | x | u | 3%
Cc1ccc(Cl)cc1N1CCN(C(=O)c2cnn(C)c2C2CCN(C(=O)OC(C)(C)C)CC2)CC1 | -3.0% | x | -6% | u | x | x | x | u | 3%
